Compound activity from PubChem BioAssay.
TcdB inh: TcdB glycohydrolase inhibition; P18177; TcdB glycohydrolase enzymatic assay, plate reader; inhibition, % at 9.99 µM; actives 0.24% (n = 350,000); in the data active means inhibition above about 10%
Anthrax LF inh2: anthrax lethal factor protease inhibition; P15917; multiplex microsphere protease cleavage assay, LF; inhibition, % at 10 µM; actives 0.12% (n = 360,000); further: plate controls were buffer without enzyme for full effect and enzyme alone for no effect
PfHsp40 rescue: rescue of PfHsp40-mediated yeast toxicity; S. cerevisiae expressing PfHsp40, growth rescue, ATP luminescence; growth rescue, % at 12.5 µM; actives 0.68% (n = 340,000); AID 504582; in the data active means growth rescue above about 28%, passing the limit was not always enough; inconclusive means no clear call, values can overlap the other calls;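 further: yeast W303a lacking pdr1 and pdr3 grown in galactose medium; growth measured after three days at 30 °C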
PrPC surface inh: cell surface PrPC inhibition, primary TR-FRET screen; P04156; TR-FRET read-out; inhibition, % at 13.8 µM; actives 0.43% (n = 370,000); AID 720596; in the data active means inhibition above about 24%; further: 0% = median of the test wells and 100% = reference compound wells
Yp Topo-I inh: blocks Yersinia pestis topoisomerase I activity; Y. pestis Topo-I cleavage product accumulation, plate reader; activity, % at 10 µM; actives 0.064% (n = 360,000); AID 504884; in the data active means activity above about 50%, passing the limit was not always enough; inconclusive means no clear call, values can overlap the other calls; further: inactives centre near 2
CCHFV vOTU inh: CCHFV vOTU protease inhibition | inhibition, % at 11.5 µM | AID 651958 | actives 0.55% (n = 370,000) | Pep-AMC fluorescence; in the data active means inhibition above about 30%; further: 0% = vehicle wells with enzyme and 100% = no enzyme wells
BoNT A protease: inhibitors of Botulinum neurotoxin A light chain protease. AID 588499. actives 0.17% (n = 360,000). inhibition, % at 10 µM. multiplex microsphere protease substrate cleavage, flow cytometry; further: plate controls were buffer without enzyme for full effect and enzyme alone for no effect
FadD28 FP inh: blocks FadD28 binding to the bisubstrate probe; fluorescence polarization; inhibition, % at 12.5 µM; actives 0.22% (n = 360,000); AID 588549; in the data active means inhibition above about 8.5%, passing the limit was not always enough; inconclusive means no clear call, values can overlap the other calls
BoNT F protease: BoNT F light chain protease inhibition; Multiplex microsphere protease cleavage assay, flow cytometry; inhibition, % at 10 µM; actives 0.22% (n = 360,000); AID 588497; in the data active means inhibition above about 35%, passing the limit was not always enough; inconclusive means no clear call, values can overlap the other calls; further: plate controls were buffer without enzyme for full effect and enzyme alone for no effect
Starred values were filed as active, the others as inactive; ? = inconclusive; / = not tested or not shown. Unless noted, no stated cut-off is given here; in the data, active means inhibition above about 30%; inconclusive means no clear call, values can overlap the other calls; inactive means below that.

SMILES	TcdB inh	Anthrax LF inh2	PfHsp40 rescue	PrPC surface inh	Yp Topo-I inh	CCHFV vOTU inh	BoNT A protease	FadD28 FP inh	BoNT F protease
CC1Oc2ccccc2OC1C(=O)Nc1nccs1 (stereo not given)	1.2	-4	1.3	3	-9	-6	0.6	-3.1	7
CCc1ccc(/C=C2/Sc3ccccc3N(CC(=O)NCC3CCCO3)C2=O)cc1 (stereo not given)	1.2	-1	0.1	-9	5	19	-1.5	-1.8	0
COc1cccc(OC)c1OCCCCCCN1CCN(C)CC1	1.4	4	-1.9	1	5	24	-0.7	-0.4	5
O=C(NCC(=O)N1CCCCCCC1)c1ccc(Cl)cc1	1.6	-10	3.2	6	-1	0	-0.6	-3.2	9
O=C(O)CC(CC(=O)Nc1ccc(N2CCOCC2)cc1)c1ccccc1 (stereo not given)	-0.7	-8	-1.3	-5	-11	-5	-3.4	-2.7	?
COc1ccccc1-n1c(O)c(C=NCc2ccccn2)c2ccccc2c1=O	0.8	2	-0.2	-9	-1	0	0.2	-3.3	1
Cc1cccc(NC(=O)c2cnn(-c3ccc(F)cc3)c2C2CCNCC2)c1C	1.3	-6	0.5	-1	-5	0	1.3	-0.2	-5
NC(=O)Cc1nc(-c2ccc([N+](=O)[O-])cc2)cs1	1.0	-2	0.0	-40	4	3	-0.4	-2.2	-6
COc1ccccc1NC(=O)Nc1cccc(C(=O)O)c1	0.6	-2	-0.1	12	2	0	-0.2	0.5	-8
CC(C)=CCC/C(C)=C/CNC(=O)C[C@H]1C[C@H](C(=O)N(C(C)C)C(C)C)[C@@]2(C)c3[nH]c4cc(-c5ccco5)ccc4c3CCN2C1=O	2.3	0	0.4	-6	25	3	0.5	-4.8	-7
COc1cccc([C@@H]2CC=C(C(=O)O)[C@H](c3ccccc3)N2S(=O)(=O)c2ccc(C)cc2)c1	-2.0	-5	1.0	0	2	6	-0.9	-0.3	8
O=C(Nc1nccs1)c1ccc(COc2ccccc2Br)o1	/	3	0.9	26*	-7	15	-0.9	-1.3	-6
Cc1ccc(/C=N/NC(=O)Cn2ccc(C(F)(F)F)n2)o1	1.5	1	-1.5	8	3	2	-0.1	-3.9	0
O=C(O)C1=NN(c2ccccc2)C(=O)C1	1.5	-7	6.5	0	3	3	-0.5	-2.0	-4
COc1ccccc1CC(=O)O/N=C(\N)Cc1cccc2ccccc12	/	3	0.6	-9	7	9	2.1	-2.7	-1
COCCN(C(=O)CSc1nnc(C)n1Cc1ccccc1)c1c(N)n(CC(C)C)c(=O)[nH]c1=O	4.2	1	0.2	3	11	-20	-1.3	1.1	-7
Cc1c(NS(=O)(=O)c2ccc(NC(=O)CCC(=O)O)cc2)c(=O)n(-c2ccccc2)n1C	1.7	-5	-0.3	1	1	4	-1.3	-0.4	11
CCC(=O)c1ccc(OC)c(OC)c1OCc1ccccc1	0.2	-11	-0.1	3	9	0	0.6	0.0	0
CC(C)c1ccc(CN2CC(C(=O)O)CC2=O)cc1 (stereo not given)	-0.8	0	-0.5	0	8	-14	0.1	-3.8	5
CN(C)CCNC(=O)c1onc(CSc2nc3ccccc3[nH]2)c1C(=O)NCCN(C)C	1.2	1	-0.5	3	1	7	-0.1	-2.9	-1
CCN1C[C@@H]2[C@@H]3C(=O)N(C)C(=O)[C@@H]3[C@](CC)(C1=O)N2C(=O)c1ccc(Cl)cc1	0.7	-2	-0.1	3	-4	4	0.0	0.1	8
COC(=O)C(NC(C)=O)(Nc1ccccc1)C(=O)OC	/	1	1.1	15	3	-5	-1.1	-0.1	-3
CN(C)N1C(N)=C(C#N)C(c2ccccc2)C2=C1CCCC2=O (stereo not given)	-0.7	0	-0.5	5	5	2	-0.9	-2.4	-5
C=CCn1c(O)c(C(CC)=Nc2ccccc2NC(C)=O)c(=O)[nH]c1=O	/	5	-0.6	1	0	2	0.5	1.4	-5
CC(C)c1ccc(N(CC(=O)N2CCN(Cc3ccccc3)CC2)S(C)(=O)=O)cc1	-0.2	2	-0.1	-5	3	-6	3.7	-1.2	-1

Shown in CSV form: entries from further up.
mol,TcdB inh,Anthrax LF inh2,PfHsp40 rescue,PrPC surface inh,Yp Topo-I inh,CCHFV vOTU inh,BoNT A protease,FadD28 FP inh,BoNT F protease
Cc1c(NS(=O)(=O)c2ccc(NC(=O)CCC(=O)O)cc2)c(=O)n(-c2ccccc2)n1C,1.7,-5,-0.3,1,1,4,-1.3,-0.4,11
CCC(=O)c1ccc(OC)c(OC)c1OCc1ccccc1,0.2,-11,-0.1,3,9,0,0.6,0.0,0
CC(C)c1ccc(CN2CC(C(=O)O)CC2=O)cc1 (stereo not given),-0.8,0,-0.5,0,8,-14,0.1,-3.8,5

3 records drawn at random from the list so far, as already listed:
SMILES	TcdB inh	Anthrax LF inh2	PfHsp40 rescue	PrPC surface inh	Yp Topo-I inh	CCHFV vOTU inh	BoNT A protease	FadD28 FP inh	BoNT F protease
COC(=O)C(NC(C)=O)(Nc1ccccc1)C(=O)OC	/	1	1.1	15	3	-5	-1.1	-0.1	-3
Cc1c(NS(=O)(=O)c2ccc(NC(=O)CCC(=O)O)cc2)c(=O)n(-c2ccccc2)n1C	1.7	-5	-0.3	1	1	4	-1.3	-0.4	11
CCC(=O)c1ccc(OC)c(OC)c1OCc1ccccc1	0.2	-11	-0.1	3	9	0	0.6	0.0	0

(more compounds)
SMILES	TcdB inh	Anthrax LF inh2	PfHsp40 rescue	PrPC surface inh	Yp Topo-I inh	CCHFV vOTU inh	BoNT A protease	FadD28 FP inh	BoNT F protease
Clc1ccc(CSc2nnc(-c3cccnc3)n2Cc2ccco2)c(Cl)c1	/	0	0.1	-5	25	19	-0.3	-13	20
Cc1ccc(C(O)P(=O)(OCCC(C)C)c2ccc(N(C)C)cc2)cc1 (stereo not given)	-0.4	-4	0.5	11	42	22	-0.8	1.8	15
Cn1c(=NC(=O)C2=NNC(=O)CC2)sc2ccccc21	-0.1	1	0.4	2	4	16	-0.2	0.2	3
COc1ccc(CCn2c(-n3nc(C)cc3C)nc3c2c(=O)[nH]c(=O)n3C)cc1	/	0	0.2	11	1	2	0.6	-2.4	-5
C[C@H](NS(=O)(=O)c1ccc(Cl)cc1)C(=O)OCC(=O)Nc1cc(S(=O)(=O)N2CCOCC2)ccc1Cl	0.5	2	0.3	3	19	-3	0.4	-1.0	2
O=C(NC1CCCC1)c1cc(S(=O)(=O)N2CCCC2)ccc1Cl	-0.3	1	13	4	5	-6	-2.9	0.5	-7
C=CCNC(=S)N(C1CCCCC1)C1CCCCC1	1.0	7	-1.3	-2	-1	-5	0.0	-2.2	2
COC(=O)c1cc(S(=O)(=O)Nc2cc(OC)cc(OC)c2)c[nH]1	-0.4	2	-1.9	-5	0	18	-1.3	-7.1	3
CC(=O)Nc1ccc(-c2csc(Nc3ncccn3)n2)cc1	-1.0	-4	-0.3	4	5	-1	0.0	-5.9	2
Cc1nc(NCCc2cnc[nH]2)c2oc3ccccc3c2n1	0.9	-3	0.0	-5	-8	-2	-1.9	0.2	-24
COc1ccc2c(c1)c1ccc3c(c1n2C)C(=O)C=CC3=O	-0.6	-13	-0.8	-16	-7	3	-1.0	-1.3	-64
COC(=O)CCN1CCC(C(N)=O)CC1	/	0	-0.9	2	1	16	0.7	-0.8	2
Nc1c(Cl)cc2c(c1Br)Cc1ccccc1-2	1.2	-2	-0.4	-1	5	11	0.7	-2.5	11
O=C(Nc1nccs1)c1cccnc1Cl	1.0	0	1.8	10	-4	-2	-4.4	-2.0	-15
CC(NC(=O)c1cccnc1)C(c1ccccc1)N1CCN(C)CC1 (stereo not given)	0.6	-5	-1.0	-4	-9	1	0.0	-2.7	-7
O=C(O)c1ccc(/C=N\Nc2ccccn2)cc1	-0.8	-4	18	-2	-5	12	-0.7	1.5	-1
O=C(NC1CC1)C1=C[C@H](c2ccc(Br)cc2)C[C@H](OCc2ccc(CO)cc2)O1	1.1	-3	2.8	4	8	-2	0.5	-9.0	-7
CN(C(=O)Nc1ccc(C(C)(C)C)cc1)C1CCCCC1	-1.0	20	-0.8	13	12	14	4.8	-1.4	?
C=C(C)CSc1[nH]c(=O)cc(C)c1C#N	0.4	1	-0.4	-3	0	-10	-0.9	-2.3	7
Cc1ccc(-n2c(C)cc(/C=C3/C(=N)N4C(c5ccccc5)=CSC4=NC3=O)c2C)cc1	/	0	0.8	-2	4	-6	0.1	0.8	-3
C#CCOCCOCCOCCNc1nc(N2CCOCC2)nc(N2CCN(C(=O)[C@H](CCC(=O)O)n3cc(C(N)Cc4ccc(O)cc4)nn3)CC2)n1 (stereo not given in full)	/	-5	-2.1	/	17	/	-0.4	0.5	-8
N#Cc1cccc(NC(=O)CN2NS(=O)(=O)c3ccccc3C2=O)c1	/	-2	-0.7	-6	-6	9	0.1	-3.1	-6
O=C(c1cccc(S(=O)(=O)N2CCCC2)c1)N1CCCc2ccccc21	1.2	-1	-0.7	6	7	8	-1.1	-1.9	-7
COC(=O)C1=CNC=C(C(=O)OC)C1c1ccc(Cl)cc1	/	-1	0.1	0	5	-231	0.0	-4.3	-8
O=C(Nc1sccc1C(=O)NCc1ccco1)c1cccnc1	/	3	1.8	0	4	-4	?	-0.8	-1

Entries above that contain an aryl thioether with sulfur outside any ring:
SMILES	TcdB inh	Anthrax LF inh2	PfHsp40 rescue	PrPC surface inh	Yp Topo-I inh	CCHFV vOTU inh	BoNT A protease	FadD28 FP inh	BoNT F protease
COCCN(C(=O)CSc1nnc(C)n1Cc1ccccc1)c1c(N)n(CC(C)C)c(=O)[nH]c1=O	4.2	1	0.2	3	11	-20	-1.3	1.1	-7
CN(C)CCNC(=O)c1onc(CSc2nc3ccccc3[nH]2)c1C(=O)NCCN(C)C	1.2	1	-0.5	3	1	7	-0.1	-2.9	-1
Clc1ccc(CSc2nnc(-c3cccnc3)n2Cc2ccco2)c(Cl)c1	/	0	0.1	-5	25	19	-0.3	-13	20
C=C(C)CSc1[nH]c(=O)cc(C)c1C#N	0.4	1	-0.4	-3	0	-10	-0.9	-2.3	7

Following part.
SMILES	TcdB inh	Anthrax LF inh2	PfHsp40 rescue	PrPC surface inh	Yp Topo-I inh	CCHFV vOTU inh	BoNT A protease	FadD28 FP inh	BoNT F protease
CCOC(=O)c1[nH]c(C)c(C(=O)c2cc(F)ccc2F)c1C	/	-4	1.4	5	7	-5	-0.5	-5.8	-5
C#CCn1cc(/C=C2\NC(=O)NC2=O)c2ccccc21	-0.3	4	-0.4	-3	-10	-8	0.0	-0.3	-4
Cc1c(C(=O)N2CCOCC2)sc(NC(=O)C(C)C)c1C#N	-0.1	-1	-0.6	-3	4	23	-0.4	-1.7	-1
COc1ccc(CN2CCCC(C(=O)N3CCCC3)C2)cc1 (stereo not given)	/	0	-1.3	-15	-2	-1	0.7	-2.1	8
CCN1CCN(CC(=O)Nc2c(OC)cccc2OC)CC1	1.0	1	3.4	11	-4	4	-0.2	1.0	-13
Cc1c2c(n3c(nc4ccccc43)c1C#N)N(CCN1CCOCC1)CC2	-0.8	-2	0.1	-11	-9	-66	1.6	0.2	0
